Tau fluor cs: counter-screen for tau fibril formation inhibitors; tau K18 P301L Alexa594 fluorescence, heparin fibrillization; Potency, µM (series often up to 57.7 µM), without a hit: at the highest dose activity change, negative = decrease; 280,000 tested, 0.93% active; further: on the % scale 0 is the no-effect control and ±100 the full control effect; nearly all actives have a fitted effect of over 55% in size
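Human tau K18 P301L (15 uM unlabeled, 0.24 uM Alexa 594-labeled) in 100 mM sodium acetate pH 7 with 20 uM heparin, 6 hr at 37 C. ThT 30 uM added, 1 hr ambient; Alexa 594 FP and total fluorescence read at 555/632 nm.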
ALDH1A1 inh: blocks purified human ALDH1A1 activity; P00352; Purified ALDH1A1, NADH fluorescence, propionaldehyde substrate; Potency, µM (highest dose often 75.3 µM), for the others: top-dose activity, negative = inhibition, usual class: inhibitors; 220,000 tested, 7.3% active; active means well fitted inhibition curve with a large enough effect, not every such curve was filed as active; inconclusive means small, poorly fitted or top-dose-only effect, or another doubt; inactive means no such curve, though single readings can be large or run the other way;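 further: plate controls were no enzyme wells and a reference inhibitor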
Target sequence (P00352 whole entry, looked up): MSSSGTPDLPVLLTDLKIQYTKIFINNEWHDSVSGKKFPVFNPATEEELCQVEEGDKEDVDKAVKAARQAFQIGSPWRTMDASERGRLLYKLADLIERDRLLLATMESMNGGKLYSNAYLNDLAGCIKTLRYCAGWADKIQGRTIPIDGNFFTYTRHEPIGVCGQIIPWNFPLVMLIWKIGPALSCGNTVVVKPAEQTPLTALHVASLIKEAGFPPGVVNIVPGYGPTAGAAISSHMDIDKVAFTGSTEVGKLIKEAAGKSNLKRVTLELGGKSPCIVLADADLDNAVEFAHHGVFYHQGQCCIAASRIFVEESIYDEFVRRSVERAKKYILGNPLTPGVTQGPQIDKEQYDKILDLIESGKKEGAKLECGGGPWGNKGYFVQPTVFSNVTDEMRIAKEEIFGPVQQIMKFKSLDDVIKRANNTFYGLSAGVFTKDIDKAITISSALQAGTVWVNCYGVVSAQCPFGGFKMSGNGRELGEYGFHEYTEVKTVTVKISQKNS
HTT cytoprotect: cytoprotection in Huntington HTT-Q103 PC12 cell model. PC12 HTT-Q103 induced, cytoprotection, ATP luminescence, 40 h. Potency, µM (doses to about 56.4 µM), for inactives: cytoprotection (ATP increase), usual class: activators. 230,000 tested, 0.14% active. AID 1471;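 further: % of control where 0% means no effect; nearly all actives have a fitted effect of over 45% in size; toxic huntingtin expression switched on by the ecdysone agonist tebufenozide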
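Huntington model: PC12 line, ecdysone-inducible HTTQ103 exon1–GFP, tebufenozide 100 nM. Test articles in a dose series. Endpoint luminescence from cellular ATP.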
HTT aggregate: inhibitors of mutant huntingtin aggregate formation in PC12 cells; PC12 HttQ103-GFP aggregates, Acumen cytometry, 40 h; AID 1688; 220,000 tested, 1.1% active; Potency, µM (titrated, usually from 46.1 µM), for inactives: top-dose activity change, negative = inhibition, actives largely listed as inhibitors; further: on the % scale 0 is the no-effect control and ±100 the full control effect; nearly all actives have a fitted effect of over 60% in size
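Steps: seed 1500 PC12 HTTQ103-GFP cells/well; add tebufenozide, 100 nM final; add compound titration; add ATPLite reagent; quantify GFP aggregates by laser scanning cytometry.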
SMN2 splice enh: SMN2 splice variant enhancement; HEK293 SMN2-luciferase splicing reporter, luminescence, 30-36 h; Potency, µM (titrated, usually from 46.1 µM), without a hit: at the highest dose activity change, positive = activation, actives largely listed as activators; 210,000 tested, 2.8% active; AID 1458; further: % of control where 0% means no effect; nearly all actives have a fitted effect of over 55% in size
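HEK293 cells carry an SMN2 minigene-luciferase reporter in which exon 7 inclusion puts luciferase in frame. Cells were seeded at 2000 cells/well, attached for 10-12 hours, then exposed to compounds for 30-36 hours at 37C before ONE-Glo luminescence.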
Tau FP inhib: blocks human tau fibril formation measured by polarization; P10636; Potency, µM (highest dose often 57.7 µM), without a hit: at the highest dose activity, negative = inhibition, actives largely listed as inhibitors; K18 P301L tau heparin fibrillization, Alexa594 FP, 6 h; AID 1468; 280,000 tested, 0.39% active; further: on the % scale 0 is the no-effect control and ±100 the full control effect; nearly all actives have a fitted effect of over 55% in size
Target sequence (P10636 561-689 P618L limits assumed): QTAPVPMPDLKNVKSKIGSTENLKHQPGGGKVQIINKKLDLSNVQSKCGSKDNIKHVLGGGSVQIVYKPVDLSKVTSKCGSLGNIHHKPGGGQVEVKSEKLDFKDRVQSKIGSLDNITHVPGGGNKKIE
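K18 P301L tau (15 uM unlabeled/0.24 uM Alexa 594-labeled, final) + compound + heparin 20 uM final; 100 mM NaOAc pH 7; 6 hr 37 C; ThT 30 uM final added, 1 hr RT; FP ex 555/em 632 nm.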
Tau ThT inhib: blocks human tau fibril formation measured by thioflavin T; P10636; recombinant tau K18 P301L, heparin-induced fibrillization, ThT fluorescence; Potency, µM (series often up to 57.4 µM), for the others: at the highest dose activity, negative = inhibition, usual class: inhibitors; 270,000 tested, 2.1% active; AID 1460; further: on the % scale 0 is the no-effect control and ±100 the full control effect; nearly all actives have a fitted effect of over 55% in size
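Using a mix of unlabeled (15 uM) and Alexa 594-labeled (0.24 uM) tau K18 P301L, heparin-triggered fibrillization over 6 hr at 37 C was scored by ThT fluorescence.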
JMJD2E inh: JMJD2E (human) inhibition. B2RXH2. JMJD2E catalytic domain, FDH-coupled NADH fluorescence (FDH is formaldehyde dehydrogenase). Potency, µM (doses to about 57.1 µM), inactives show top-dose activity change, negative = inhibition, actives largely listed as inhibitors. 230,000 tested, 1.6% active; active means well fitted inhibition curve with a large enough effect, not every such curve was filed as active; inconclusive means small, poorly fitted or top-dose-only effect, or another doubt; inactive means no such curve, though single readings can be large or run the other way;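 further: 0% = wells with enzyme and -100% = buffer wells without enzyme; nearly all actives have a fitted effect of over 50% in size; many of its hits are not listed in these tables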
Target sequence (B2RXH2 1-337 limits assumed): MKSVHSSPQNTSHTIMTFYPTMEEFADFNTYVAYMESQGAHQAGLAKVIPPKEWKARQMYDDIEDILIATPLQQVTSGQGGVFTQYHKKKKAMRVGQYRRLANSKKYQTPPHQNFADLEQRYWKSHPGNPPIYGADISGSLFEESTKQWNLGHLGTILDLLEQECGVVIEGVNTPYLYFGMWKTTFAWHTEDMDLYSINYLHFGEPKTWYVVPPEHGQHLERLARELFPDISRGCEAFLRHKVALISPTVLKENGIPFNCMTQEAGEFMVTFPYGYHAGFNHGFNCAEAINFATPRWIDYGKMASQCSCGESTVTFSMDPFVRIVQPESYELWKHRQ
* marks the source's active call; other numbers are inactive results; ? = inconclusive; . = no result given; & = joins results of further samples; [ ] = remark or other dose. Unless noted, the call rests on the fitted dose curve; in most records, active means well fitted curve in the direction sought with a large enough effect; inconclusive means small, poorly fitted or top-dose-only effect, or another doubt; inactive means no such curve, though single readings can be large; an effect the other way counts as inactive or inconclusive. Potency means the concentration at half of the fitted maximal effect. Only part of the results is shown, so the mix of outcomes need not match the whole.

molecule	Tau fluor cs	ALDH1A1 inh	HTT cytoprotect	HTT aggregate	SMN2 splice enh	Tau FP inhib	Tau ThT inhib	JMJD2E inh
CCOc1cc(NC(=S)NCc2ccco2)c(OCC)cc1NC(C)=O	-16%	5%	1%	27%	-6%	-11%	-7%	-1%
CCCOC(=O)/C(=C\C=C\c1ccco1)NC(=O)c1ccccc1	-22%	20µM*	0%	29%	-16%	?	?	-22%
Cc1ccc(-c2nn3c(C)nnc3c3ccccc23)cc1S(=O)(=O)NCc1ccccc1	-2%	-1%	12%	22%	-7%	1%	3%	?
COC(=O)c1ccc(-c2ccc(C(=O)N3CCCN(C)CC3)cc2)cc1	2%	14%	0%	-16%	11%	1%	-4%	0%
O=C(Nc1ccc(S(=O)(=O)N2CCCC2)cc1)N1c2ccccc2Sc2ccccc21	?	-2%	-40%[inhibitor]	-12%	-4%	-15%	?	5%
Cc1ccc(C(C(=O)NCc2ccco2)N(C(=O)CNC(=O)c2cccs2)c2c(C)cc(C)cc2C)cc1 (stereo unspecified)	-8%	-7%	-54%[inhibitor][10 µM]	9%	?	0%	-26%	0%
Cc1cc(NC(=O)c2ccccc2Oc2ccccc2)no1	0%	-3%	-2%[1.9 µM]	-7%	-10%	1%	4%	-3%
Cc1ccccc1SCC(=O)Nc1cc(S(=O)(=O)N2CCOCC2)ccc1N1CCOCC1	-15%	.	15%[10 µM]	28%[9.22 µM]	.	7%	-11%	-10%
CC(C)C(=O)Nc1nnc(NC(=S)Nc2ccccc2)s1	-29%	?	-27%	-10%	30%	0%	-13%	-3%
C=C(C)CSc1nnc([C@@H]2CCCN2C(=O)OC(C)(C)C)o1	1%	0%	-12%	-9%	-2%	1%	2%	-7%
c1ccc(-c2noc(CN3CCN(C(c4ccccc4)c4ccccc4)CC3)n2)cc1	-15%	-5%	-1%	?	-14%	-3%	-11%	-3%
CC(=O)c1ccc(NC(=O)C(C)N2CCN(C/C=C/c3ccccc3)CC2)cc1 (stereo unspecified)	-7%	0%	-5%	0%	2%	-2%	0%	-1%
O=C(O)C1CC=CCC1C(=O)Nc1cccnc1 (stereo unspecified)	-21%	1%	11%[10 µM]	12%[9.22 µM]	.	-6%[2.34 µM]	-17%	10%
CCCCCC(=O)Nc1ccc2oc(-c3cccnc3)nc2c1	-7%	?	19%[10 µM]	4%	?	-4%	-17%	?
C=CCn1c(N)c(C(=O)OC(C)CC)c2nc3ccccc3nc21 (stereo unspecified)	-15%	?	-9%	-2%	-14%	4%	-4%	?
COc1cc(OC)cc(C(=O)NC(=S)N2CCCCCC2)c1	3%	3%	1%[10 µM]	-24%[9.22 µM]	10%	10%	-4%	-2%
Cc1nn(Cc2ccccc2)c(C)c1CCC(=O)O	14%	15%	25%	-4%	14%	3%	10%	-4%
O=C(CCC1CCCN(C2C3CC4CC(C3)CC2C4)C1)NCc1ccc(F)c(F)c1 (stereo unspecified)	2%	10%	-36%[inhibitor]	1%	.	-2%	-8%	-3%
CC(C)(C)OC(=O)N1CCC(c2c(C(=O)O)cnn2-c2ccccc2)CC1	-15%	2%	1%[10 µM]	17%	4%	-8%	-10%	-6%
COc1cccc2c(=O)n(CC(=O)NC3CCCC3)ccc12	1%	-3%	8%[10 µM]	-16%	9%	-1%	-4%	?
O=C(NC1CC2CCCC(C1)N2C(=O)Nc1ccccc1)c1ccncc1 (stereo unspecified)	-7%	5%	?	?	24%	-4%	-4%	9%
Cc1ccc(OCC(=O)NNC(=O)c2cc3ccccc3o2)cc1C	-1%	-1%	-28%	-6%	3%	-3%	-14%	1%
O=S(=O)(NCc1ccccc1F)NCc1ccccc1F	-2%	-7%	-20%	10%	20%	-5%	-1%	3%
O=C(N/N=C/c1ccc2c(c1)OCO2)c1ccc2c(c1)OCCO2	-13%	-12%	.	18%	11µM*	2%	?	?
CC(C)(C)c1nc2ccccc2c(=O)n1N1C(=O)c2ccccc2C1=O	-30%	-6%	15%[10 µM]	-3%	-35%[inhibitor]	?	-13%	5%
c1ccc2c(c1)[nH]c1c(NCC3CCCO3)ncnc12 (stereo unspecified)	-19%	?	-48%[inhibitor][0.074 µM]	?	.	12%	-16%	?
O=C(/C=C/c1ccco1)NC(=S)Nc1ccccc1O	?	?	-71%[inhibitor]	-3%	?	-20%	22µM*	1%
c1ccc(Cn2nnnc2C(c2ccccn2)N2CCN(c3ccccc3)CC2)cc1 (stereo unspecified)	-5%	-13%	20%	21%	-18%	7%	-8%	2%
CCN(CC)S(=O)(=O)c1ccc(C)c(NC(=O)CSc2ncc(C(F)(F)F)cc2Cl)c1	-15%	6%	4%[10 µM]	14%	-9%	-7%	-14%	24%
Cc1ccc2occ(C(=O)c3ccco3)c(=O)c2c1	-11%	?	-2%	-5%	26%	3%	-21%	5%
Cc1cc(O)c(C(C)C)cc1NC(=O)Nc1cccc2ccccc12	25µM*[quencher]	2%[13.5 µM]	4%&15%[10 µM]	-11%[9.22 µM]	-2%[9.22 µM]	18%	?	-25%
CC(=O)SC1CC2=CC(=O)CCC2(C)C2CCC3(C)C(CCC34CCC(=O)O4)C12 (stereo unspecified)	10%[2.34 µM]	-2%	-28%[10 µM]	-10%[9.22 µM]	.	-5%	?	3%
COc1cc(C(=S)N2CCCC2)cc(Cl)c1O	-8%	-1%	-8%[0.074 µM]	-19%	-3%	-15%	-7%	12%
CCCOc1ccc(C(=O)NC(=S)NNC(=O)c2c(-c3ccccc3)noc2C)cc1	-15%	.	15%[10 µM]	-13%[9.22 µM]	.	13%	?	11µM*
CCC1=C(c2ccc(C)cc2)S(=O)(=O)N=C1N1CCC(C(=O)NCCc2cccc(OC)c2)CC1	-24%	.	.	.	-34%[inhibitor]	13%	?	.
CCOC(=O)C(NCc1ccccn1)(NC(=O)c1cccnc1)C(F)(F)F (stereo unspecified)	-8%	-5%	3%	-31%	11%	-12%	-14%	1%
O=C(Nc1nc(-c2ccc(F)cc2)cs1)c1ccc(N2C(=O)CCC2=O)cc1	-12%	10%	.	-16%	.	-10%	-5%	-17%
COc1ccc(N/C=C(\C(C)=O)c2ccc(OC)c(OC)c2)cc1OC	-8%	5%	21%[10 µM]	24%	14%	6%	-6%	?
CCC(C)Sc1cc(C)c(C#N)c2nc3ccccc3n12 (stereo unspecified)	9%	-6%	30%[10 µM]	0%	-5%	2%	4%	-3%
COc1ccc(CCNC(=O)CN2C(=O)COc3ccc(C)cc32)cc1OC	-14%	.	.	.	-5%	-7%	?	.
CCN(CC(=O)N1CCCCCC1)S(=O)(=O)c1ccc(Cl)cc1	0%	-11%	-7%	-5%	-17%	4%	5%	18%
COC(=O)c1nc2n(n1)C(c1cc(OC)ccc1OC)C(C(=O)Nc1ccc(C)cc1C)=C(C)N2 (stereo unspecified)	-13%	.	.	.	0%	-3%	-8%	.
O=C(O)/C=C/C(=O)Nc1cccc(C(F)(F)F)c1	-6%	20µM*	3%[1.9 µM]	13%	10%	7%	-5%	0%
CCOc1ccc(N2C(=O)CC(SCc3nc4ccccc4[nH]3)C2=O)cc1 (stereo unspecified)	-5%	4.5µM*	16%[10 µM]	-11%[9.22 µM]	.	-3%	?	-24%
O=C1/C(=C\c2ccsc2)NC(=S)N1c1ccccc1	-21%	28µM*	-17%	-29%	-51%[inhibitor]	-8%	-18%	-8%
Cc1cccc(NC(=O)Cn2nnc(C(=O)NCc3cccs3)c2N)c1	-3%	.	.	.	8%	?	0%	.
COc1ccc(/C=N/n2cnn(Cc3ccccc3Cl)c2=S)cc1	?	10µM*	-11%[10 µM]	1%	-17%	?	-12%	-17%
O=S1(=O)N=C(N(CCO)/N=C/c2ccncc2)c2ccccc21	6%	?	-2%	-20%	-18%	9%	1%	-2%
CCNC(=O)CC1C(=O)N(c2ccc(F)cc2)C(=O)N1Cc1ccccn1 (stereo unspecified)	-6%	-4%	1%	25%	-10%	-9%	-9%	1%
NC(=O)c1ccc2c(=O)n3c(-c4cc(Cl)c(N)c(Cl)c4)csc3nc2c1	-8%	.	-15%[10 µM]	-17%[9.22 µM]	.	-2%	-11%	?
Cc1ccoc1C(=O)Nc1cccc(Oc2ccccc2)c1	?	5%	-29%	-27%	?	-12%	-16%	-9%
CC(C)(C)c1cn(-c2ccc(Cl)cc2)c(=S)[nH]1	-12%	9%	-2%	6%	-20%	-3%	-14%	-16%
CCCC1CC(CSC(=N)N)OC1=O (stereo unspecified)	1%	11%	17%	40%	25%	9%	-12%	2%
Cc1ccc(-n2c3c(cc(C(=O)NCc4ccco4)c2=O)C(=O)CC(C)(C)C3)cc1	-2%	?	-15%[10 µM]	12%[9.22 µM]	7%	-11%	-15%	?
COc1ccccc1OCCCn1c(C2CC(=O)N(c3ccccc3Cl)C2)nc2ccccc21 (stereo unspecified)	-3%	.	.	.	18%	4%	-13%	.
CCOC(=O)CC(=O)c1cc(OC)c(OC)c(OC)c1	10%	?	-28%[1.9 µM]	-12%	0%	0%	12%	?
CC1=[N+](CC(=O)NC(C)(C)C)CCc2ccccc21	0%	7%	.	0%	3%	10%	-7%	0%
COc1ccc2nc(NC(=O)CCn3cccc3)sc2c1	-13%	2%	-24%	3%	-10%	2%	-11%	3%

Arranged by count of non-hydrogen atoms (falling): some entries from above
molecule	Tau fluor cs	ALDH1A1 inh	HTT cytoprotect	HTT aggregate	SMN2 splice enh	Tau FP inhib	Tau ThT inhib	JMJD2E inh
CCOC(=O)C(NCc1ccccn1)(NC(=O)c1cccnc1)C(F)(F)F (stereo unspecified)	-8%	-5%	3%	-31%	11%	-12%	-14%	1%
Cc1cccc(NC(=O)Cn2nnc(C(=O)NCc3cccs3)c2N)c1	-3%	.	.	.	8%	?	0%	.
COc1ccc2nc(NC(=O)CCn3cccc3)sc2c1	-13%	2%	-24%	3%	-10%	2%	-11%	3%

Screens: PubChem, National Center for Advancing Translational Sciences (NCATS)
